STK33 inh = inhibitors of human STK33 kinase. Q9BYT3. ADP-Glo luminescence, MBP substrate. inhibition, % at 12.5 µM. 27,000 tested, 0.44% active; in the data active = inhibition above about 20%
Target sequence (Q9BYT3 whole entry, looked up): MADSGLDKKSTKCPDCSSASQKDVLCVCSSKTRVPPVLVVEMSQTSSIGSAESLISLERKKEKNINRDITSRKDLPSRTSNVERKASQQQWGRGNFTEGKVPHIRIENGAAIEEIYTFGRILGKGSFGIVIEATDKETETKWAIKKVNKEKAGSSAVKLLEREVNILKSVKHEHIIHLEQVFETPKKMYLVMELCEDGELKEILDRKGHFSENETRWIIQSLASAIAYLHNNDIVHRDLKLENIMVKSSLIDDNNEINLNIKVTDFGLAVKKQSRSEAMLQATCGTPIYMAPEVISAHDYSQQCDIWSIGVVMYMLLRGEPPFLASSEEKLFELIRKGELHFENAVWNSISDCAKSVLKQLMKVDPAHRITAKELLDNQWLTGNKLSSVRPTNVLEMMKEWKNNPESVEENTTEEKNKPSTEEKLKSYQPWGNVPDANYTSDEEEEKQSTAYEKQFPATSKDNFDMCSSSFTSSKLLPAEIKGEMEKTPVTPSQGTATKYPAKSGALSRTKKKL
mut p53 react = mutant p53 pathway reactivation | 28,000 tested, 1.5% active | AID 624151 | activation, % at 9.98 µM | SW480 PUMA-promoter luciferase; in the data active = activation above about 52%
Numbers without * were called inactive; · = not tested or not shown. Some of the compounds tested, so the mix of outcomes need not match the whole.

cpd	canonical_smiles	STK33 inh	mut p53 react
1	Cc1noc(C)c1NC(=O)N(C)C[C@H]1Oc2c(NC(=O)c3ccncc3)cccc2C(=O)N([C@H](C)CO)C[C@H]1C	·	6.2
2	COc1ccc(S(=O)(=O)N(C)C[C@H]2Oc3ccc(NC(=O)Nc4ccc5c(c4)OCO5)cc3CC(=O)N([C@H](C)CO)C[C@@H]2C)cc1	·	-10.7
3	CNCCC=C1c2ccccc2CCc2ccccc21	0.1	3.6
4	COc1ccc(S(=O)(=O)N(C)CC(=O)Nc2cc(Cl)c(Cl)cc2Cl)cc1Cl	-1.9	1.0
5	O=C(c1c[nH]c2ccccc12)C(O)C(c1ccccc1)N1CCCCC1 (configuration not stated)	-2.8	-16.2
6	COC(=O)c1ccc(S(=O)(=O)NCc2ccco2)o1	·	-9.1
7	C[C@H](CO)N1C[C@H](C)[C@H](CN(C)Cc2ccc(C(F)(F)F)cc2)Oc2ccc(NC(=O)Cc3ccccc3)cc2CC1=O	10.9	-3.5
8	Cc1ccc(NC(=O)Cn2cnc3ccccc3c2=O)cc1C	1.5	-20.9
9	COc1ccc(NC(=O)Nc2ccc3c(c2)CC(=O)N([C@@H](C)CO)C[C@H](C)[C@@H](CN(C)C(=O)Nc2ccc(F)cc2)O3)cc1	-0.6	11.0
10	C[C@@H]1CN([C@@H](C)CO)C(=O)Cc2cc(N(C)C)ccc2O[C@H]1CN(C)S(=O)(=O)c1cccs1	·	2.1
11	C[C@H]1CN([C@@H](C)CO)C(=O)CCCn2cc(nn2)CO[C@@H]1CN(C)Cc1cccnc1	0.9	·
12	CS(=O)(=O)N(CC(=O)Nc1ccc2c(c1)OCCO2)Cc1ccccc1	1.1	-3.0
13	C[C@@H]1CN([C@@H](C)CO)S(=O)(=O)c2ccc(C#CCN(C)C)cc2O[C@H]1CN(C)C(=O)c1ccccc1F	·	-3.6
14	C[C@H](CO)N1C[C@H](C)[C@H](CN(C)C(=O)Nc2ccc3c(c2)OCO3)Oc2ccc(NC(=O)Cn3cnnn3)cc2C1=O	-3.4	-3.4
15	C[C@H]1CN([C@@H](C)CO)C(=O)c2cc(NC(=O)C3CC3)ccc2O[C@@H]1CN(C)C	-1.4	1.7
16	C[C@@H]1CN([C@@H](C)CO)C(=O)c2cc(Br)cnc2O[C@H]1CN(C)CC1CCCC1	·	10.3
17	COc1ccc(OC)c(NC(=O)CNC(=O)c2ccc(C(C)(C)C)cc2)c1	-1.4	7.1
18	COc1ccc(N(C(C)C(=O)Nc2ccc(I)cc2)S(C)(=O)=O)cc1 (configuration not stated)	-5.6	13.9
19	C[C@H](CO)N1C[C@H](C)[C@@H](CN(C)C(=O)Cc2ccccc2)Oc2cc(-c3ccccc3)ccc2S1(=O)=O	·	-15.8
20	Cc1noc(C)c1NC(=O)N(C)C[C@@H]1Oc2ccc(NS(=O)(=O)c3cn(C)cn3)cc2C(=O)N([C@@H](C)CO)C[C@@H]1C	-0.1	10.8
21	O=C(NCC1CCNCC1)/C(=N/O)c1ccccc1	·	19.1
22	O=C(CC1C(=O)NCCN1C(=O)c1ccc(F)cc1)OCc1ccccc1 (configuration not stated)	-3.2	-9.7
23	CCCNC(=O)C[C@@H]1C[C@@H]2c3cc(NC(=O)Nc4ccc(OC)cc4)ccc3O[C@@H]2[C@@H](CO)O1	·	1.8
24	CS(=O)(=O)N(CC(=O)Nc1cc(Cl)ccc1Cl)c1cccc([N+](=O)[O-])c1	-0.6	-8.8
25	Cc1noc(C)c1NC(=O)Nc1ccc2c(c1)C(=O)N([C@H](C)CO)C[C@H](C)[C@H](CN(C)C(=O)NC(C)C)O2	2.6	·

Quoted from the listing.
compound 15 @ mut p53 react: 1.7
compound 11 @ STK33 inh: 0.9

Part of the list above, with each value named:
#4 COc1ccc(S(=O)(=O)N(C)CC(=O)Nc2cc(Cl)c(Cl)cc2Cl)cc1Cl
  STK33 inh: -1.9; mut p53 react: 1.0

#5 O=C(c1c[nH]c2ccccc12)C(O)C(c1ccccc1)N1CCCCC1 (configuration not stated)
  STK33 inh: -2.8; mut p53 react: -16.2

#6 COC(=O)c1ccc(S(=O)(=O)NCc2ccco2)o1
  STK33 inh: ·; mut p53 react: -9.1

#7 C[C@H](CO)N1C[C@H](C)[C@H](CN(C)Cc2ccc(C(F)(F)F)cc2)Oc2ccc(NC(=O)Cc3ccccc3)cc2CC1=O
  STK33 inh: 10.9; mut p53 react: -3.5

Later entries.
cpd	canonical_smiles	STK33 inh	mut p53 react
26	C[C@H](CO)N1C[C@H](C)[C@@H](CN(C)C(=O)Nc2ccccc2F)Oc2cc(-c3ccc(C(=O)N(C)C)cc3)ccc2S1(=O)=O	·	-7.7
27	COc1ccc(NC(=O)N(C)C[C@H]2Oc3ccc(NC(=O)Cc4ccccc4)cc3CC(=O)N([C@@H](C)CO)C[C@H]2C)cc1	3.9	·
28	c1cncc(-c2nn3c(Cn4cnc5ccccc54)nnc3s2)c1	-7.8	-10.3
29	Cc1ccccc1NC(=O)CSC1CC(=O)N(c2ccccc2)C1=O (configuration not stated)	5.1	0.7
30	COc1ccccc1OCCSc1n[nH]c2nc3ccccc3n12	1.2	23.9
31	C[C@@H]1CN([C@@H](C)CO)C(=O)c2cc(NC(=O)Cc3cn(C)c4ccccc34)ccc2O[C@H]1CN(C)S(=O)(=O)c1ccc(F)cc1	-3.5	·
32	O=C(CSc1nnc(-c2ccccc2)n1-c1ccccc1)N1c2ccccc2Sc2ccccc21	7.1	3.3
33	O=[N+]([O-])c1cccc(CN2CCN(Cc3ccco3)CC2)c1	-0.9	2.4
34	C[C@@H]1CCCCO[C@@H](CN(C)Cc2ccccc2)[C@H](C)CN([C@@H](C)CO)C(=O)c2cc(NC(=O)Cc3ccccc3)ccc2O1	·	-6.2
35	CC(NS(=O)(=O)c1ccccc1)C(=O)Nc1ccc(F)c(Cl)c1 (configuration not stated)	-4.2	-7.6
36	Cc1noc(C)c1S(=O)(=O)N(C)C[C@@H]1Oc2ccc(NS(=O)(=O)c3cccs3)cc2CC(=O)N([C@@H](C)CO)C[C@@H]1C	-2.2	3.4
37	CNC[C@H]1Oc2c(NS(=O)(=O)c3ccc(OC)cc3)cccc2C(=O)N([C@H](C)CO)C[C@@H]1C	·	2.0
38	O=C(CC(C(=O)O)N1CCCCC1)Nc1cccc2ccccc12 (configuration not stated)	-0.9	-0.7
39	NCc1ccccc1	-4.0	6.4
40	COc1ccccc1NC(=O)Cn1cnc2scc(-c3cccc([N+](=O)[O-])c3)c2c1=O	8.2	-45.1
41	C[C@@H]1CCCCO[C@H](CN(C)S(=O)(=O)c2cccs2)[C@@H](C)CN([C@H](C)CO)C(=O)c2cc(NC(=O)Nc3ccc4c(c3)OCO4)ccc2O1	2.0	·
42	Cc1ccc(-c2cnc3c(c2)C(=O)N([C@@H](C)CO)C[C@H](C)[C@H](CN(C)S(C)(=O)=O)O3)cc1	·	-2.0
43	C[C@@H]1CN([C@@H](C)CO)C(=O)Cc2cc(NC(=O)CCN3CCOCC3)ccc2O[C@@H]1CN(C)C(=O)Nc1cccc2ccccc12	-0.7	-13.1
44	O=C(NCc1ccccn1)C1CCCN(S(=O)(=O)c2ccc(F)cc2)C1 (configuration not stated)	-2.6	-0.5
45	C[C@H]1CN([C@@H](C)CO)C(=O)Cc2cc(NC(=O)C3CCCCC3)ccc2O[C@H]1CN(C)C(=O)Nc1cccc2ccccc12	3.7	·
46	N#Cc1ccccc1NC(=O)c1ccccc1OCC(=O)Nc1ccc2c(c1)oc1ccccc12	-1.2	16.2
47	COc1ccc(CN(C)C[C@H]2OCCCC[C@@H](C)Oc3ccc(NC(=O)Nc4cccc5ccccc45)cc3C(=O)N([C@H](C)CO)C[C@@H]2C)cc1	4.1	·
48	COCCNS(=O)(=O)c1cc(OC)c(Cl)cc1OC	-1.9	21.7
49	C[C@H]1CN([C@@H](C)CO)C(=O)c2ccccc2-c2ccccc2CO[C@@H]1CN(C)C(=O)Nc1ccnc(N2CCOCC2)c1	·	7.8
50	O=C1/C(=C/c2cn[nH]c2-c2ccc(F)cc2)CS/C1=C\c1cn[nH]c1-c1ccc(F)cc1	·	3.7

Carrying on.
cpd	canonical_smiles	STK33 inh	mut p53 react
51	NC(CC(=O)Nc1ccc(Cl)cc1)C(=O)O (configuration not stated)	0.9	12.0
52	CCCCCCCCCCC/C=C\C/C=C\CCCC(=O)O	·	3.1
53	C[C@@H]1CN([C@@H](C)CO)C(=O)c2cccc(NC(=O)Nc3ccc(F)cc3)c2O[C@@H]1CN(C)Cc1ccc(C(=O)O)cc1	·	12.0
54	CC1(C)NC(=O)N(c2ccc([N+](=O)[O-])c(C(F)(F)F)c2)C1=O	-0.6	·
55	Cc1ccc(S(=O)(=O)N(C)C[C@@H]2Oc3ccc(NS(=O)(=O)c4cn(C)cn4)cc3C(=O)N([C@H](C)CO)C[C@H]2C)cc1	-0.8	·
56	O=C(Nc1ccccc1)Nc1ccc(Cl)cc1SCc1ccccc1	5.8	·
57	COc1cccc(NC(=O)CSc2nc3ccccc3n2C)c1	0.7	45.9
58	Cc1ccc(N(C(C)C(=O)Nc2cc(C)cc(C)c2)S(C)(=O)=O)cc1 (configuration not stated)	0.8	-0.5
59	OCc1nnn(-c2ccc(Br)cc2)c1CO	1.3	3.0
60	CC(C)NS(=O)(=O)c1ccc(OCC(=O)O)cc1	-5.0	-15.8
61	C[C@H]1CN([C@@H](C)CO)C(=O)Cc2cc(NC(=O)c3ccncc3)ccc2O[C@@H]1CN(C)Cc1ccc(-c2ccccc2)cc1	2.2	·
62	C[C@@H]1CN([C@@H](C)CO)C(=O)CCCn2cc(nn2)CO[C@H]1CN(C)S(=O)(=O)c1ccccc1	-1.1	1.0
63	C[C@@H]1CCCCO[C@H](CN(C)C(=O)Nc2ccc(F)cc2)[C@@H](C)CN([C@@H](C)CO)C(=O)c2cc(NS(=O)(=O)c3ccccc3)ccc2O1	·	-26.0
64	O=c1cc(-c2ccccc2)n(-c2ccccc2)cn1	-5.3	·
65	Cc1noc(C)c1NC(=O)N(C)C[C@@H]1Oc2ccc(NC(=O)Nc3ccc(F)cc3)cc2C(=O)N([C@@H](C)CO)C[C@H]1C	0.3	4.3
66	Cc1c(NC(=O)CN(c2ccc(Br)cc2)S(C)(=O)=O)cccc1[N+](=O)[O-]	2.0	-5.0
67	C[C@H]1CN([C@@H](C)CO)C(=O)c2cccc(NC(=O)C3CCOCC3)c2O[C@H]1CN(C)C(=O)Nc1ccccc1	·	3.0
68	CCOc1ccc(Nc2ncnc3c2ncn3-c2ccc(OCC)cc2)cc1	0.1	2.2
69	CC(C)NC(=O)Nc1ccc2c(c1)CC(=O)N([C@H](C)CO)C[C@@H](C)[C@@H](CN(C)S(=O)(=O)c1ccc(F)cc1)O2	0.3	·
70	C[C@@H]1CN([C@@H](C)CO)C(=O)c2cc(NC(=O)C3CC3)ccc2O[C@@H]1CN(C)Cc1ccc(-c2ccccc2)cc1	-0.8	·
71	C[C@H]1CN([C@@H](C)CO)C(=O)c2cc(NS(C)(=O)=O)ccc2O[C@H]1CN(C)C	-1.5	14.0
72	CC(=O)c1cccc(NC(=S)NCc2cccnc2)c1	14.9	2.0
73	C[C@H]1CN([C@@H](C)CO)C(=O)Cc2cc(NS(=O)(=O)c3cccs3)ccc2O[C@@H]1CN(C)C(=O)Nc1cccc2ccccc12	4.6	·
74	NC(=S)NN1C2CSC1CS2	-2.1	·
75	C=C(C)[C@@H]1CC[C@]2(C(=O)O)CC[C@]3(C)[C@H](CCC4[C@@]5(C)CCC(=O)C(C)(C)C5C(O)C[C@]43C)C12 (some centres not stated)	-0.2	-16.4

Given with two lines to a compound: entries from further up
Each structure is followed by: STK33 inh | mut p53 react
(4) COc1ccc(S(=O)(=O)N(C)CC(=O)Nc2cc(Cl)c(Cl)cc2Cl)cc1Cl
→ -1.9 | 1.0
(5) O=C(c1c[nH]c2ccccc12)C(O)C(c1ccccc1)N1CCCCC1 (configuration not stated)
→ -2.8 | -16.2
(6) COC(=O)c1ccc(S(=O)(=O)NCc2ccco2)o1
→ · | -9.1

(list continues)
cpd	canonical_smiles	STK33 inh	mut p53 react
76	CC(C)(C)NS(=O)(=O)c1ccc(NC(=O)CSc2nc3ccccc3[nH]2)cc1	-2.9	13.5
77	CCOc1ccccc1Nc1nc(N)nc(CN(C)C2CCCCC2)n1	-0.2	0.2
78	C[C@H](CO)N1C[C@H](C)[C@@H](CN(C)Cc2cccnc2)OCc2ccccc2-c2ccccc2C1=O	·	-3.7
79	COc1ccc(CN(C)C[C@H]2Oc3c(NS(C)(=O)=O)cccc3C(=O)N([C@H](C)CO)C[C@@H]2C)cc1	·	-0.1
80	CC(CCC(=O)NCC(=O)O)C1CCC2C3CCC4CC(O)CCC4(C)C3CC(O)C12C (configuration not stated)	·	8.6
81	C[C@]12CCC3c4ccc(OS(=O)(=O)O)cc4CCC3C1CC[C@H]2O (some centres not stated)	-3.2	·
82	COc1ccc([N+](=O)[O-])cc1NC(=O)CN(c1ccccc1F)S(C)(=O)=O	-0.3	-11.1
83	C[C@@H]1CN([C@H](C)CO)C(=O)Cc2cc(NC(=O)NC3CCCCC3)ccc2O[C@H]1CN(C)C(=O)Nc1ccc(C(F)(F)F)cc1	0.5	11.0
84	C[C@@H]1CN([C@@H](C)CO)S(=O)(=O)c2ccc(C3=CCCCC3)cc2O[C@H]1CN(C)Cc1ccccn1	·	-23.3
85	CC(Sc1nnc(N)s1)C(=O)Nc1ccc(Cl)cc1 (configuration not stated)	6.6	1.5
86	COC(=O)c1ccc(NC(=O)CSc2nnc(C)n2-c2ccccc2)cc1	1.1	-2.7
87	COc1ccc(C(=O)N(Cc2nc(-c3ccc(Cl)cc3)no2)C(C)C)cc1OC	-3.3	-5.1
88	NCCCCCNC(=O)[C@@H]1C[C@@H]2C(=O)N3CCC[C@H]3C(=O)N2[C@@H]1c1ccc(O)cc1	7.2	·
89	C[C@@H]1CCCCO[C@@H](CN(C)Cc2ccncc2)[C@H](C)CN([C@@H](C)CO)C(=O)c2cc(NC(=O)Nc3ccccc3)ccc2O1	·	-7.7
90	COc1ccc(S(=O)(=O)N(C)C[C@H]2Oc3ccc(NC(=O)Nc4ccc5c(c4)OCO5)cc3CC(=O)N([C@H](C)CO)C[C@H]2C)cc1	-0.3	-4.4
91	C[C@H]1CN([C@@H](C)CO)C(=O)Cc2cc(NC(=O)C3CC3)ccc2O[C@H]1CN(C)Cc1ccc(-c2ccccc2)cc1	-2.3	·

Bioassay records deposited in PubChem BioAssay by Broad Institute.
